High-throughput results from PubChem BioAssay.
hIAP block: blocks human intestinal alkaline phosphatase. AID 2544. purified IAP, CDP-Star luminescence, 30 min. 0.12% of 330,000 active. P09923. inhibition, % at 10 µM;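 active = inhibition reaching a set limit with compound at 10 µM in the primary screen, cut at about 35% in these data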;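 also: plate controls were DMSO wells with enzyme for no effect and no-enzyme buffer wells for full effect; values of inactives mirror those of a sister screen read the other way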
Target sequence (P09923 whole entry, looked up): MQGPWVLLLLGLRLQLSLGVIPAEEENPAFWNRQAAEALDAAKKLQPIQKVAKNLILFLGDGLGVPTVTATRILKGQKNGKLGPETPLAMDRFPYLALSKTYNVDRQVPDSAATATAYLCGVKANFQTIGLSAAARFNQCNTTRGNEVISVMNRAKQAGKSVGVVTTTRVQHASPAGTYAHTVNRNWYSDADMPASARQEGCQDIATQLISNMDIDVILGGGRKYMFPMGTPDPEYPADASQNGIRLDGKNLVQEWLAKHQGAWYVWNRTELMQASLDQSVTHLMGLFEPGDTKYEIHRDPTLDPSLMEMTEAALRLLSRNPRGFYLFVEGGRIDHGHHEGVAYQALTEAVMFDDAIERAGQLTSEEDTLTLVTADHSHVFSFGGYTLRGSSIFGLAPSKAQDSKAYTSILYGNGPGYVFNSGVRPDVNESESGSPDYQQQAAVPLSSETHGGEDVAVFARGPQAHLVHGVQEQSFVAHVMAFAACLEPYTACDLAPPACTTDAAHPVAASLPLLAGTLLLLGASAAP
A3G deaminase: inhibitors of human APOBEC3G DNA deaminase | Q9HC16 | recombinant A3G, ssDNA deamination FAM/TAMRA fluorescence | inhibition, % at 20 µM | 0.28% of 330,000 active | AID 493012;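 active = inhibition of at least 40% at 20 µM, with no more than 30% in the related APOBEC3A deaminase screen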;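 also: plate controls were DMSO wells with A3G for no effect and wells lacking A3G enzyme for full effect; some compounds called inactive have numbers as strong as hits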
TIM10 inh: TIM10 yeast growth inhibition; AID 463195; inhibition, % at 10 µM; S. cerevisiae TIM10 strain growth, BacTiter-Glo luminescence, 24 h; 1.4% of 330,000 active;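 active = inhibition of 40% or more at the single tested concentration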;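 also: wild-type TIM10 isogenic control strain grown at permissive 25 °C; 0% = DMSO yeast wells and 100% = minimal medium wells without yeast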
A3A deaminase: human APOBEC3A DNA deaminase inhibition. recombinant A3A, FAM/TAMRA ssDNA deamination fluorescence. inhibition, % at 20 µM. 0.41% of 330,000 active. AID 493011;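 active = at least 40% inhibition at 20 µM here, with at most 30% in a related deaminase screen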;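 also: plate controls were A3A with DMSO for no effect and wells lacking A3A enzyme for full effect; some results filed as inactive read as strong as hits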
Target sequence (P31941 whole entry, looked up): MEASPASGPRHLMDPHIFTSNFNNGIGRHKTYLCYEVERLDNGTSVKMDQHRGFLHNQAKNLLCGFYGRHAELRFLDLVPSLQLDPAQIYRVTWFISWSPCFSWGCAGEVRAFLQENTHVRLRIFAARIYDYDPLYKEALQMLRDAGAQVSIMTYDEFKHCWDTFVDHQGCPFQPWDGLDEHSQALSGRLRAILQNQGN
NALP3 yeast inh: NALP3 inhibition in yeast; Yeast reconstituted NLRP3/ASC/caspase-1, beta-gal luminescence, 24 h; inhibition, % at 10 µM; 0.39% of 330,000 active; AID 2825;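 active = inhibition of 50% or more; inactive = inhibition below 50%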;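 also: plate controls were induced DMSO wells for no effect and uninduced yeast grown without galactose for full effect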
tim10-1 inh: inhibits growth of tim10-1 mutant yeast; S. cerevisiae tim10-1 ts strain growth, BacTiter-Glo, 24 h; inhibition, % at 20 µM; 2.2% of 330,000 active; AID 463190;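 active = inhibition of at least 40%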;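 also: mutant grown at 25 °C; 0% = DMSO wells with yeast and 100% = wells holding no yeast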
MIN6 prolif: induces beta-cell replication in MIN6 cells. proliferation, % at 10 µM. MIN6 cells proliferation, ATPlite luminescence, 48 h; cells starved in 0.2% serum; 100% = growth in 10% serum. 0.29% of 330,000 active;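 active = compounds whose signal lies at least 3.5 SD above the mean of all wells on their plate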;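 also: 0% = DMSO-treated cells in low-serum medium and 100% = 10% serum control; some compounds called inactive have numbers as strong as hits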
mIAP act: mouse IAP activation | muIAP, CDP-Star luminescence, 30 min; hits give high values; 1 = vehicle-only enzyme signal, 0 = enzyme-free wells | activation factor at 10 µM | 0.24% of 330,000 active | AID 2805;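 active = activation factor of at least 2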; also: the source names both 10 and 20 µM as test concentration; values of inactives mirror those of a sister screen read the other way
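System: Mouse IAP enzyme | Also added: CDP-Star substrate | Dosing: Compounds dispensed in DMSO | Schedule: 30 min enzyme-substrate-compound incubation at room temperature | Technique: Chemiluminescence readout | Control set: DMSO-only wells and no-enzyme negative control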
mIAP block: blocks mouse intestinal alkaline phosphatase; 0.2% of 330,000 active; purified mouse IAP, CDP-Star luminescence, 30 min; inhibition, % at 10 µM;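 active = inhibition of at least 40% at 10 µM in the primary screen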;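 also: plate controls were DMSO with enzyme for no effect and no enzyme wells for full effect; values of inactives mirror those of a sister screen read the other way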
Numbers without * were called inactive; nt = not tested or not shown.

SMILES	mIAP act	A3G deaminase	TIM10 inh	MIN6 prolif	tim10-1 inh	A3A deaminase	hIAP block	NALP3 yeast inh	mIAP block
COc1ccc(C2(C(=O)Nc3ccc(C)cc3)CCOCC2)cc1	1	-14	-3	1	9	-1	4	0	-1
CCOC(=O)CSc1nc2sc3c(c2c(=O)n1-c1ccccc1)CCN(C)C3	0.9	-3	-2	3	-12	-5	-14	25	10
CCOC(=O)N1CCN(C(=O)COc2ccc3oc4c(c3c2)CCCC4)CC1	0.94	-7	10	-2	11	1	10	15	6
CC1Sc2ccc(S(=O)(=O)NCCc3ccccc3)cc2NC1=O (stereo not given)	0.98	11	11	-3	17	0	7	-2	2
C=CCN1/C(=C2/SC(=S)N(C)C2=O)Sc2ccccc21	0.96	23	-7	-2	-1	96*	2	27	4
Cn1ccc(C(=O)N/N=C/c2cccnc2)n1	1	-5	-13	0	-9	-5	3	-10	0
COc1ccccc1CCC(=O)N(C)CC(=O)Nc1ccc(F)cc1	0.92	-5	9	-3	9	-1	15	4	8
Cc1cccc(C#Cc2ccccc2)n1	0.97	-9	6	9	1	-4	-5	16	3
CCOc1ccc2nc(NC(=O)CSc3nc4c(c(=O)n(C)c(=O)n4C)n3CC)sc2c1	1	1	-2	-2	21	6	9	14	-4
Cc1nnc(N)nc1C	0.93	-4	-10	4	6	1	7	16	7
Cc1cc(C)n(C(=O)CNC(=O)c2ccc(C(C)(C)C)cc2)n1	0.96	-10	14	-2	31	-5	2	8	4
COc1ccccc1NS(=O)(=O)c1cccc(NC(=O)c2cncc(Br)c2)c1	0.99	0	-8	-2	-5	-1	-12	13	1
COc1ccc(-c2csc(N3CCOCC3)n2)cc1OC	0.94	-10	6	-2	11	-5	-92	-2	6
O=C(Nc1ccc(Cl)cc1)Nc1ccc(S(=O)(=O)Nc2ncccn2)cc1	1.1	-8	8	1	-11	-1	-7	25	-6
COc1ccc(-c2coc3cc(O)c(OC)cc3c2=O)cc1	0.99	-7	-2	2	-18	-5	10	19	1
COC(=O)c1ccc(Cn2c(O)c(N=NC(N)=S)c3ccccc32)o1	0.79	5	-57	-1	-22	20	7	5	21
O=C(Nc1nc(-c2cccnc2)cs1)c1ccccc1F	1	-6	-15	0	13	-1	15	12	0
Cc1ccc2nc(SCC(=O)Nc3cccc4ccccc34)nc(=O)n2c1	1	-10	-5	-1	5	-5	14	13	-5
Cc1ccc(OCCn2ccc(=O)[nH]c2=O)cc1C	1.1	-5	-6	0	9	12	13	7	-12
CCN(CC)CCN1C(=O)C(O)=C(C(=O)c2cc3ccccc3o2)C1c1cccnc1 (stereo not given)	0.98	-4	1	-3	4	-3	-19	12	2
C=CCNC(=S)N/N=C(\C)c1cc(OC)c(OC)c(OC)c1	1.1	0	8	0	18	-3	-5	0	-8
Cc1ccc(-c2c3c(=O)n(C)c(=O)n(C)c3cn2-n2cnnc2)cc1	0.99	-4	9	4	7	-3	2	13	1
COc1ccc(-n2nc(C(=O)NCC(=O)NCCC3=CCCCC3)c3ccccc3c2=O)cc1OC	0.96	-6	18	0	4	0	3	12	4
CC(=O)OCC(=O)NCCCOc1cccc(CN2CCCCC2)c1	1.1	7	4	-1	24	9	-8	21	-9
COc1ccccc1NC(=O)CSc1nc2sc(C)c(C)c2c(=O)n1C	1	-2	12	-3	3	3	0	17	0
O=S1(=O)CCN2C=Nc3sc4c(c3C2=N1)CCCC4	1	4	1	-1	-1	3	6	-4	0
CSc1ccccc1OCc1cc(C(=O)NC2CCOC2)no1 (stereo not given)	0.93	-4	-4	4	20	-3	-2	16	7
COc1ccc(NC(=O)c2ccccc2C)cc1	1.1	-6	85*	-5	-1	-5	-11	11	-8
CCOC(=O)C1CCN(C(C(=O)NC2CCCC2)c2ccc(C)cc2)CC1 (stereo not given)	0.93	-7	10	1	8	-4	12	5	7
COC(=O)c1ccccc1NC(=O)c1ccc(-c2cccc(Cl)c2)o1	1	-6	1	-6	17	-2	-6	12	0
CCN1CCN(CC(O)COc2ccc(C)c(C)c2)CC1 (stereo not given)	0.97	2	-9	2	-9	1	-27	5	3
O=C(CSc1nc2ccccc2c(=O)n1-c1ccc(OC(F)F)cc1)NCc1cccs1	0.91	-6	-2	0	-8	1	2	7	9
CN(C)/C=C(/C(=O)c1ccc(Cl)cc1)S(=O)(=O)c1ccc(Cl)cc1	0.98	-3	11	-2	24	2	0	10	2
COc1ccc(C)cc1NS(=O)(=O)c1ccc2c(c1)n(C)c(=O)n2C	0.97	-1	-15	-1	20	1	0	11	3
CC(=O)c1cccc(NC(=O)c2sc3nc4n(c(=O)c3c2C)CCCCC4)c1	0.91	0	8	-2	17	2	-33	7	9
Cc1ncc(CO)c(/C=N/NC(=S)Nc2ccc(F)cc2)c1O	0.76	-9	14	-1	0	-4	-27	6	24
CCOC(=O)N1CCN(S(=O)(=O)N2CCCC(C(=O)NCc3ccccc3OC)C2)CC1 (stereo not given)	0.94	-10	8	-2	27	-5	-12	-2	6
COc1ccc(OC)c(CCNC(=O)Cn2sc3nc(C)cc(C)c3c2=O)c1	1	63*	-9	-6	33	0	4	8	-2
CCc1cc2c(Sc3nc4ccccc4s3)ncnc2s1	0.97	-4	29	-7	26	0	18	6	3
CCOc1cc(C=NNC(=O)c2cccc(S(=O)(=O)N3CCCC3)c2)ccc1O	1	-2	9	-2	2	2	6	-13	-2
Cc1cccc(C)c1NC(=S)N(CCN(C)C)C(C)c1ccccn1 (stereo not given)	0.89	-3	6	-4	-10	3	6	12	12
CN(C)S(=O)(=O)c1ccc(N2CCCC2=O)c([N+](=O)[O-])c1	1.1	-6	7	-3	4	1	2	9	-7
O=C(NCCO)c1cc2cc(Cl)cc(Cl)c2oc1=O	0.88	26	4	-3	27	-2	-6	9	12
CC1(c2nnc(-c3cccc(Cl)c3)o2)CC(c2cccnc2)=NO1 (stereo not given)	1	-3	4	-3	-30	-2	-9	21	-1
Cn1c(=O)c(=O)n(C)c2cc(S(=O)(=O)N3CCN(c4cccc(C(F)(F)F)c4)CC3)ccc21	1	-7	-1	-1	0	-3	-9	5	-5
O=C1CC(NCc2ccco2)C(=O)N1CCc1ccccc1 (stereo not given)	0.95	3	8	-4	8	2	9	11	5
O=Cc1c(N2CCSCC2)nc2ccccn2c1=O	0.93	-5	5	0	-12	-3	-8	3	7
Cc1ccc(C(=O)NC2CCSC2=O)cc1 (stereo not given)	1.1	-1	-4	-3	-3	-2	-5	-8	-8
CCOc1ccc(S(=O)(=O)N2CCCCC2)cc1NC(=O)CN1C(=O)NC(C)(c2ccccc2)C1=O (stereo not given)	1	-7	0	-2	-12	1	-9	22	-2
COCCNC(=O)c1cc(-c2ccc3c(c2)OCO3)on1	0.93	-5	-4	-3	22	-2	-2	2	7

Other entries.
SMILES	mIAP act	A3G deaminase	TIM10 inh	MIN6 prolif	tim10-1 inh	A3A deaminase	hIAP block	NALP3 yeast inh	mIAP block
Cc1cc(C)c(NC(=O)CNC(=O)COC(=O)Cc2cccs2)c(C)c1	0.97	1	-5	-4	-2	2	7	23	3
COCCCNC(=O)C[C@H]1C[C@H](C(=O)N2CCOCC2)[C@@]2(C)c3[nH]c4cc(CCC(=O)N(C)C)ccc4c3CCN2C1=O	1.1	3	-7	nt	12	0	nt	nt	-6
O=C(Cc1ccccc1)Nc1ccc(NC(=O)c2ccccc2)nc1	1	-3	-21	0	-1	1	11	19	-3
Cc1cc(C)nc(N/N=C/c2cn[nH]c2-c2ccccc2)n1	1	-11	-19	-1	-26	-3	-1	20	0
CN(C)CCCN(C(=O)COc1ccc(Cl)cc1)c1nc2cc3c(cc2s1)OCCO3	1	-6	12	-6	28	-5	4	4	-3
Clc1ccc(OCCCCN2CCCCC2)cc1	1.1	4	-2	-2	12	5	6	13	-10
Cc1nc(C)c(C(=O)N2CCCC(CCC(=O)NCc3ccc(F)c(F)c3)C2)s1 (stereo not given)	0.91	-1	0	-1	8	2	-4	28	9
CCCCN(CC)C(=O)c1ccc(Cl)c(Cl)c1	0.99	-4	-6	-4	-18	-4	-2	-6	1
O=C(Nc1nccs1)c1cc2c(s1)CCCCC2	0.99	-11	46*	-6	37	-3	1	-22	1
COc1cc(C2CC(=O)N(CC(=O)NCc3ccco3)c3ccccc3S2)cc(OC)c1OC (stereo not given)	0.93	-3	7	0	16	0	17	3	7
COc1cccc(-n2c(N)c(C(=O)Nc3c(C)n(C)n(-c4ccccc4)c3=O)c3nc4ccccc4nc32)c1	0.87	-4	-3	-3	11	2	-6	18	13
CC1CCc2nc(NC(=O)CN3CCN(Cc4ccc5c(c4)OCO5)CC3)sc2C1 (stereo not given)	1	-1	31	-6	12	-1	-34	33	-1
COc1ccc(CCNC(=O)CCNC(=O)N2CC(=O)Nc3ccccc32)cc1OC	0.98	-5	-7	-3	4	-5	22	4	2
CC(=O)C1=C(C)OC(N)=C(C#N)C1c1cccnc1 (stereo not given)	0.96	-9	16	-1	3	-5	8	11	4
O=C(O)CC(O)C(=O)O (stereo not given)	1	-4	-24	-2	15	-5	-8	17	0
Cc1nc(C)c(C(=O)OCC(=O)NCCc2ccc(F)cc2)s1	1	-7	-8	-3	-16	26	-10	13	-2
COc1cccc(-c2ncc3ccccc3c2COC(=O)N(C)C)c1	1.1	-3	22	3	28	3	20	12	-7
Cc1cc(C(F)F)n2nc(C(=O)Nc3cc(C)on3)nc2n1	0.93	-1	4	-2	-7	2	5	-1	7
C/C(=N\OC(=O)c1ccc(C)cc1)c1sc(C)nc1C	0.9	-5	4	-2	7	-2	-22	-2	10
CCCn1c2ccccc2c2cnn(CC(=O)OC)c(=O)c21	1	-3	-8	-2	13	-2	-6	16	-3
C/C(=N\NC(=O)C1CC1)c1ccc(NC(=O)c2ccc(Br)o2)cc1	0.98	-10	-12	-4	13	-2	-8	6	2
OCc1nc2ccc(Cl)cc2[nH]1	0.98	-3	0	0	-1	-4	-8	-9	2
C/C(=N/NC(=O)c1ccc(-c2ccccc2)cc1)c1cccc(O)c1	0.95	-5	10	-3	1	-1	3	7	5
C=CCn1c(SCc2c(C)noc2C)nc2ccccc2c1=O	0.96	-7	3	-1	5	-2	26	-2	4
CC(OC(=O)C1CSC2(C)CCC(=O)N12)C(=O)Nc1cccc(C#N)c1 (stereo not given)	0.98	-5	4	-2	7	4	-7	8	2
Cc1cccc(C(=O)Nc2cccc(S(=O)(=O)NCc3ccco3)c2)c1	1	-6	14	0	13	2	1	13	-2
Cc1cc(Nc2ccc(Cl)cc2)n(-c2cccc(Cl)c2)n1	1.1	-3	23	-5	34	0	2	14	-8
CCc1ccc(-c2nc(CN3CCCC(C(=O)O)C3)c(C)o2)cc1 (stereo not given)	0.99	-14	-4	-3	17	0	-4	20	1
CS(=O)(=O)c1nc(S(=O)(=O)c2ccc(Cl)cc2)c(NCCCN2CCCC2=O)s1	1.1	-6	15	2	10	-5	-2	-45	-9
O=C(NCC(=O)N1CCC2(CC1)NCCc1[nH]cnc12)c1ccc(F)cc1	1	-7	0	-2	-8	-6	11	1	-2
